Screens as filed in PubChem.
GPT2 inhibitor: inhibitors of human GPT2 alanine aminotransferase. Q8TD30. Recombinant GPT2, coupled pyruvate oxidase/HRP Amplex Red fluorescence. Potency, µM (top dose mostly 57.7 µM), for inactives: top-dose activity change, negative = inhibition, usual class: inhibitors. actives 0.25% (n = 100,000). AID 1671188; further: potency means the concentration at half of the fitted maximal effect; nearly all actives have a fitted effect of over 60% in size; many of its hits are not listed in these tables
Target sequence (Q8TD30 whole entry, looked up): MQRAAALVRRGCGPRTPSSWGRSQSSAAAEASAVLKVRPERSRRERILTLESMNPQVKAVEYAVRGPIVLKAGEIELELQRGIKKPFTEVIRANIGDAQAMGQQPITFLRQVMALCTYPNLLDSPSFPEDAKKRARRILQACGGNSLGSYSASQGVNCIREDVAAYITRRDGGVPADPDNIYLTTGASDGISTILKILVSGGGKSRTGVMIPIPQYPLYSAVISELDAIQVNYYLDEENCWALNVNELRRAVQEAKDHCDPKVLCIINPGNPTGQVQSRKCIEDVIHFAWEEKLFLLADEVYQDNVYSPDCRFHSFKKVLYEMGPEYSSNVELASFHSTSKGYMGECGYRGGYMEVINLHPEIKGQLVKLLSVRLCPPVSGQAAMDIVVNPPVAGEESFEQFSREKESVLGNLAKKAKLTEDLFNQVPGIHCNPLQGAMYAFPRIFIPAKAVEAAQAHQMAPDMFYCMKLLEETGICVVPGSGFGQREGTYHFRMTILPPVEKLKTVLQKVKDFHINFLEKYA
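Fluorescence of coupled pyruvate oxidase/HRP/Amplex Red system (50uM Amplex, 30 min, dark) reports pyruvate formed by GPT2. Enzyme reaction: 10ng/uL GPT2, 2mM L-alanine, 250uM a-KG, 30 min room temperature, pH 7.5; 50uM AOA control.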
SNCA expr inh: inhibitors of alpha-synuclein (SNCA) gene expression; AID 1671194; actives 0.17% (n = 140,000); HEK-293 SNCA-luciferase knock-in, luminescence, 24 h; Potency, µM (top dose mostly 57.2 µM), without a hit: at the highest dose activity change, negative = inhibition, most hits filed as inhibitors;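 further: potency means the concentration at half of the fitted maximal effect; plate controls were DMSO cells for no effect and cell-free wells for full effect; nearly all actives have a fitted effect of over 45% in size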
HEK cytotox: kills HEK 293 cells; HEK 293 viability, ATP luminescence (CellTiter-Glo), 48-72 h; Potency, µM (titrated, usually from 115 µM), inactives show at the top dose activity change, negative = cytotoxicity, most hits filed as inhibitors; actives 6.6% (n = 94,000); AID 1345083; further: potency means the concentration at half of the fitted maximal effect; nearly all actives have a fitted effect of over 60% in size
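Cells seeded first (HEK 293, 250 cells/well), then compound added by pintool. Incubation ran 48 or 72 hr at 37 degree Celsius. CellTiter-Glo was added and luminescence imaged after 10 min at room temperature.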
IP6K1 inhibitor: IP6K1 kinase inhibition | IP6K1 kinase, ADP-Glo luminescence, 2 h; stronger effect = lower value | actives 0.81% (n = 140,000) | activity change, % (series mostly up to about 58 µM) | AID 1645851 | Q92551; in the data active means activity change below about -25%
Target sequence (Q92551 whole entry, looked up): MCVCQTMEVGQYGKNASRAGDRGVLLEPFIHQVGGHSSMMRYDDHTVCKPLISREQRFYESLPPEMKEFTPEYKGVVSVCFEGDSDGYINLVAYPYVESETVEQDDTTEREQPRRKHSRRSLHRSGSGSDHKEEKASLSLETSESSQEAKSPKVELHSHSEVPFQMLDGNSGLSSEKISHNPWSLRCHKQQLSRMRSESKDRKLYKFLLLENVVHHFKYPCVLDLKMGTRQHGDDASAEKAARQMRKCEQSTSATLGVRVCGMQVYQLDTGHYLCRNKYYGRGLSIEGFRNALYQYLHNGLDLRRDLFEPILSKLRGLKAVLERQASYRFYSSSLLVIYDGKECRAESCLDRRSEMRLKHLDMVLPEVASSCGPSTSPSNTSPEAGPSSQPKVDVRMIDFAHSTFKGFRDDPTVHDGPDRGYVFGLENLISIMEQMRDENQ
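ADP-Glo luminescence measures ADP made by human IP6K1 during a 2 h RT reaction with ATP/IP6 (mix at 1.3 mM/130 uM); top library doses 57.5 and 19.1 uM final.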
HEK293 viab: counter-screen for SNCA expression inhibitors: cell viability; Potency, µM (series often up to 57.1 µM), for inactives: at the highest dose activity change, negative = cytotoxicity, most hits filed as cytotoxic; HEK-293-SNCA-luc viability, GF-AFC fluorescence, 24 h; actives 0.12% (n = 150,000);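 further: potency means the concentration at half of the fitted maximal effect; 0% = DMSO-treated cells and -100% = medium-only wells without cells; nearly all actives have a fitted effect of over 30% in size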
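Cytotoxicity counterscreen: after 24 h compound treatment of genome-edited SNCA-luciferase HEK-293 cells, live-cell protease substrate GF-AFC read by fluorescence after 30 min; activity scaled between DMSO (0%) and medium-only (-100%), curves Hill-fitted.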
NIH3T3 tox: NIH 3T3 cell cytotoxicity; NIH 3T3 viability, CellTiter-Glo ATP luminescence, 48-72 h; Potency, µM (series often up to 96.7 µM), for inactives: at the highest dose activity change, negative = cytotoxicity, hits mostly inhibitors; actives 4.3% (n = 94,000); AID 1345082; further: potency means the concentration at half of the fitted maximal effect; nearly all actives have a fitted effect of over 55% in size
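Cytotoxicity is measured as loss of cellular ATP: NIH 3T3 cells (400/well) are exposed to compound for 48 or 72 hr at 37 °C, then CellTiter-Glo luminescence is imaged after 10 min at room temperature.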
Luciferase inh: blocks purified firefly luciferase enzyme activity. purified P. pyralis luciferase, luminescence, biochemical. Potency, µM (top dose mostly 115 µM), for inactives: at the top dose activity change, negative = inhibition, most hits filed as inhibitors. P08659. actives 2.5% (n = 76,000). AID 1347043; further: potency means the concentration at half of the fitted maximal effect; nearly all actives have a fitted effect of over 65% in size
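Luminescence read by CCD imaging after purified firefly luciferase (10nM final) was added to substrate buffer holding 10uM D-luciferin and 10uM ATP, pH 7.5, pre-dosed with compound.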
Active calls of the source: *; [ ] = another dose, or the depositor's remark. Unless noted, the call rests on the fitted dose curve; in most records, active means well fitted curve in the direction sought with a large enough effect; inconclusive means small, poorly fitted or top-dose-only effect, or another doubt; inactive means no such curve, though single readings can be large; an effect the other way counts as inactive or inconclusive. Unless noted, on the % scale 0 is the no-effect control and ±100 the full control effect. An unsorted share of the library; any-hit rate near 7.7%.

How did COc1ccc(CN(C)C2CCc3ccccc32)cc1 (configuration not stated) do in these assays?
GPT2 inhibitor: inactive; SNCA expr inh: 27%[87.6 µM]; HEK cytotox: inconclusive; IP6K1 inhibitor: -3; HEK293 viab: 9%[87.6 µM]; NIH3T3 tox: inconclusive; Luciferase inh: -1%[172 µM]

Results for O=C(c1ccc(N2CC3CC(C2)[C@H]2CCCC(=O)N2C3)nc1)N1CCN(c2ncccn2)CC1 (some centres not stated) ?
GPT2 inhibitor: inactive; SNCA expr inh: 19%; HEK cytotox: -10%; IP6K1 inhibitor: 7; HEK293 viab: -5%; NIH3T3 tox: inconclusive; Luciferase inh: -4%

Results for Cc1cc(C)cc(N(CC(=O)NCc2ccccc2Cl)S(=O)(=O)c2c(C)noc2C)c1 ?
SNCA expr inh: inconclusive; IP6K1 inhibitor: -12; HEK293 viab: 3%

Results for CCc1ccccc1NC(=O)Nc1ccc2c(c1)N(CC)C(=O)c1ccccc1S2 ?
SNCA expr inh: inconclusive; IP6K1 inhibitor: -15; HEK293 viab: -15%

Results for Cc1ccc(F)cc1S(=O)(=O)N1CC(C(=O)NC2CCCCC2)C2(CCOCC2)C1 (configuration not stated) ?
GPT2 inhibitor: -8%; SNCA expr inh: 8%; HEK cytotox: -29%; IP6K1 inhibitor: 5; HEK293 viab: -8%; NIH3T3 tox: -14%; Luciferase inh: 0%

What do the screens show for `CCOC(=O)c1ccccc1NC(=O)NCc1c(-n2cccc2)sc2c1CCCC2`?
SNCA expr inh: -7%; IP6K1 inhibitor: -9; HEK293 viab: -1%

Results for CSCc1ccc(C(=O)NCCc2nc(-c3ccccn3)no2)o1 ?
GPT2 inhibitor: 0%; SNCA expr inh: 7%; HEK cytotox: -14%; IP6K1 inhibitor: -4; HEK293 viab: 2%; NIH3T3 tox: -8%; Luciferase inh: 9%

What do the screens show for `CN(C)C(=O)c1cccnc1OC1CCN(Cc2cccnc2)CC1`?
GPT2 inhibitor: inactive; SNCA expr inh: 13%; HEK cytotox: 3%; IP6K1 inhibitor: 22; HEK293 viab: 5%; NIH3T3 tox: inactive; Luciferase inh: -4%

How did N#Cc1cc2c(=O)n3ccccc3nc2n(-c2nnc(SCc3ccccc3F)s2)c1=O do in these assays?
SNCA expr inh: 11%; IP6K1 inhibitor: 13; HEK293 viab: 8%

How did CC(C)c1noc(-c2cccn3c(CNC(=O)CCc4ccccc4)nnc23)n1 do in these assays?
GPT2 inhibitor: inactive; SNCA expr inh: 1%; HEK cytotox: -1%; IP6K1 inhibitor: 1; HEK293 viab: -8%; NIH3T3 tox: inactive; Luciferase inh: -2%

How did Cc1ccc(C)c(S(=O)(=O)c2nnn3c2nc(NCCCOC(C)C)c2ccccc23)c1 do in these assays?
GPT2 inhibitor: -17%; SNCA expr inh: -7%; HEK cytotox: -1%; IP6K1 inhibitor: 42; HEK293 viab: 0%; NIH3T3 tox: -32%

How did COCCNc1ncc(-c2ccc(F)cc2)c2c1OCC2 do in these assays?
GPT2 inhibitor: inactive; SNCA expr inh: 135%[activator][87.6 µM]; HEK cytotox: inconclusive; IP6K1 inhibitor: -1; HEK293 viab: -5%[87.6 µM]; NIH3T3 tox: inconclusive; Luciferase inh: 16µM*

Results for CCOc1ccccc1CN1CCc2nc(N3CCN(c4ccccc4F)CC3)ncc2C1 ?
SNCA expr inh: inconclusive; IP6K1 inhibitor: 19; HEK293 viab: -15%

How did CC(=O)c1ccc(N2CCN(C(=O)CCc3nnc4n(C)c(=O)c5sccc5n34)CC2)cc1 do in these assays?
SNCA expr inh: 25%; IP6K1 inhibitor: -6; HEK293 viab: -10%

Results for O=C(Nc1cccc(C(F)(F)F)c1)O[C@@H]1CO[C@H]2[C@@H]1OC[C@@H]2Nc1nccc(-c2ccc(-c3ccccc3)cc2)n1 ?
GPT2 inhibitor: inactive; SNCA expr inh: inconclusive; HEK cytotox: -24%; IP6K1 inhibitor: 10; HEK293 viab: -3%; NIH3T3 tox: -14%; Luciferase inh: -6%

The final 2 compounds of the part before come first, to join the parts.
How did CC(=O)c1ccc(N2CCN(C(=O)CCc3nnc4n(C)c(=O)c5sccc5n34)CC2)cc1 do in these assays?
SNCA expr inh: 25%; IP6K1 inhibitor: -6; HEK293 viab: -10%

Results for O=C(Nc1cccc(C(F)(F)F)c1)O[C@@H]1CO[C@H]2[C@@H]1OC[C@@H]2Nc1nccc(-c2ccc(-c3ccccc3)cc2)n1 ?
GPT2 inhibitor: inactive; SNCA expr inh: inconclusive; HEK cytotox: -24%; IP6K1 inhibitor: 10; HEK293 viab: -3%; NIH3T3 tox: -14%; Luciferase inh: -6%

What do the screens show for `CC(=O)N(C1CC1)C1CCOC2(CCN(C(=O)c3nn(C)c4ccccc34)CC2)C1` (configuration not stated)?
GPT2 inhibitor: inactive; SNCA expr inh: -21%; HEK cytotox: inconclusive; IP6K1 inhibitor: -6; HEK293 viab: -9%; NIH3T3 tox: -9%; Luciferase inh: -2%

What do the screens show for `CC(C)Cc1cc(C(=O)N[C@H](C2CCNCC2)C2CC(O)C2)nc(N)n1` (some centres not stated)?
GPT2 inhibitor: inactive; SNCA expr inh: -11%; HEK cytotox: -3%; IP6K1 inhibitor: 14; HEK293 viab: 6%; NIH3T3 tox: 4%; Luciferase inh: -9%

What do the screens show for `CCCc1noc(CN(C)C(=O)[C@@]23CNC[C@@H]2CN(Cc2ccccc2)C3)n1`?
GPT2 inhibitor: 2%; SNCA expr inh: -7%; HEK cytotox: 2%; IP6K1 inhibitor: 1; HEK293 viab: -10%; NIH3T3 tox: inactive; Luciferase inh: -18%

How did O=C(COc1ccc(F)cc1)Nc1ccc(Cl)c(-c2nc3ccccc3[nH]2)c1 do in these assays?
SNCA expr inh: inconclusive; IP6K1 inhibitor: -1; HEK293 viab: inconclusive

How did CC(C)c1nn2c(=O)cc(COC(=O)c3ccc(NC(=O)COc4ccccc4)cc3)nc2s1 do in these assays?
SNCA expr inh: 13%; IP6K1 inhibitor: 9; HEK293 viab: 1%

How did COc1ccc(C(=O)N2CCC(CC(=O)N3CCOCC3)C2)cc1OC (configuration not stated) do in these assays?
GPT2 inhibitor: inactive; SNCA expr inh: 20%; HEK cytotox: inactive; IP6K1 inhibitor: 4; HEK293 viab: 17%; NIH3T3 tox: inactive

What do the screens show for `CCC(NC(=O)c1cc(C(C)C)nn1C)c1ccc(S(C)(=O)=O)cc1` (configuration not stated)?
GPT2 inhibitor: inactive; SNCA expr inh: -29%; HEK cytotox: inconclusive; IP6K1 inhibitor: 6; HEK293 viab: 8%; NIH3T3 tox: inconclusive; Luciferase inh: 4%

Results for O=C(c1ccccc1)N1Cc2ccccc2CC2(CCCCN2Cc2ccncc2)C1 (configuration not stated) ?
GPT2 inhibitor: 1%; SNCA expr inh: 8%; HEK cytotox: inconclusive; IP6K1 inhibitor: -13; HEK293 viab: -12%; NIH3T3 tox: inconclusive

How did COC(=O)N1CCC(C(=O)N2CCC(N3CCOCC3=O)CC2)CC1 do in these assays?
GPT2 inhibitor: -4%; SNCA expr inh: -6%; HEK cytotox: 5%; IP6K1 inhibitor: -3; HEK293 viab: 4%; NIH3T3 tox: inactive

How did Cc1nc(-c2ccc(F)cc2)n(CC(=O)Nc2cccc(Cl)c2)c(=O)c1CCO do in these assays?
GPT2 inhibitor: inactive; SNCA expr inh: inconclusive; HEK cytotox: inconclusive; IP6K1 inhibitor: 1; HEK293 viab: -15%; NIH3T3 tox: inconclusive; Luciferase inh: -3%

Results for O=C(CN1C(=O)NC2(CCOCC2)C1=O)NCCC1=CCCCC1 ?
GPT2 inhibitor: inactive; SNCA expr inh: -1%; HEK cytotox: -1%; IP6K1 inhibitor: 4; HEK293 viab: -6%; NIH3T3 tox: 4%; Luciferase inh: 0%

How did CCc1cc(=O)n(CC(=O)N2CCN(c3ccc(OC)cc3)CC2)c(N2CCOCC2)n1 do in these assays?
GPT2 inhibitor: -28%; SNCA expr inh: inconclusive; HEK cytotox: inconclusive; IP6K1 inhibitor: 9; HEK293 viab: -9%; NIH3T3 tox: -18%; Luciferase inh: -4%

How did Cc1cccc(Cl)c1NC(=O)Cn1c(C)cc2nc3n(c(=O)c21)CCCCC3 do in these assays?
GPT2 inhibitor: inactive; SNCA expr inh: 17%; HEK cytotox: -5%; IP6K1 inhibitor: 1; HEK293 viab: -9%; NIH3T3 tox: -6%; Luciferase inh: -17%

How did CCNC(=O)N1CCc2c(sc3ncnc(N(C)C)c23)C1 do in these assays?
GPT2 inhibitor: inactive; SNCA expr inh: -10%; HEK cytotox: -11%; IP6K1 inhibitor: -2; HEK293 viab: 3%; NIH3T3 tox: inconclusive; Luciferase inh: -9%

Results for CCOc1ccc(NC(=O)CCc2nc3cccnc3n2-c2ccccc2)cc1 ?
SNCA expr inh: -27%; IP6K1 inhibitor: 13; HEK293 viab: -7%

What do the screens show for `O=C(NCC1CC1)c1ccc2nnc(-c3ccc(OC(F)(F)F)cc3)n2c1`?
GPT2 inhibitor: -2%; SNCA expr inh: -3%; HEK cytotox: inconclusive; IP6K1 inhibitor: -13; HEK293 viab: -3%; NIH3T3 tox: inconclusive

How did CCOCCCn1c(=N)c(S(=O)(=O)c2ccc(C)cc2)cc2c(=O)n3ccccc3nc21 do in these assays?
SNCA expr inh: -3%; IP6K1 inhibitor: -8; HEK293 viab: inconclusive

What do the screens show for `CNC(=O)C1CCC(Cn2c(=O)c3sccc3n(CC(=O)N3CCCC3)c2=O)CC1` (configuration not stated)?
SNCA expr inh: -19%; IP6K1 inhibitor: -13; HEK293 viab: -3%

Results for CCOc1ccc(CC(=O)Nc2cccc(-c3nc4cccnc4s3)c2C)cc1 ?
SNCA expr inh: inconclusive; IP6K1 inhibitor: 10; HEK293 viab: -8%

What do the screens show for `Cc1ocnc1C(=O)N1CCN(C(=O)C2CCC2)[C@@H]2CS(=O)(=O)C[C@@H]21`?
GPT2 inhibitor: inconclusive; SNCA expr inh: 14%; HEK cytotox: -20%; IP6K1 inhibitor: -3; HEK293 viab: 4%; NIH3T3 tox: -17%; Luciferase inh: -5%

Quoted at random: 3 entries already listed, in no set order.
How did CCOCCCn1c(=N)c(S(=O)(=O)c2ccc(C)cc2)cc2c(=O)n3ccccc3nc21 do in these assays?
SNCA expr inh: -3%; IP6K1 inhibitor: -8; HEK293 viab: inconclusive

Results for CCOc1ccc(CC(=O)Nc2cccc(-c3nc4cccnc4s3)c2C)cc1 ?
SNCA expr inh: inconclusive; IP6K1 inhibitor: 10; HEK293 viab: -8%

What do the screens show for `O=C(NCC1CC1)c1ccc2nnc(-c3ccc(OC(F)(F)F)cc3)n2c1`?
GPT2 inhibitor: -2%; SNCA expr inh: -3%; HEK cytotox: inconclusive; IP6K1 inhibitor: -13; HEK293 viab: -3%; NIH3T3 tox: inconclusive
